# All columns: NCI-60 one-dose screen, growth in % after 48 h at 10 µM unless noted; 100 = growth as untreated, 0 = no growth, -100 = all killed.
# MDA-MB-435 – MDA-MB-435 melanoma | AID 1794794 | actives 7.8% (n = 82,000)
# K-562 – K-562 leukemia; actives 7.4% (n = 78,000)
# MOLT-4 – MOLT-4 leukemia cells; actives 6.9% (n = 80,000); AID 1794779
# MDA-MB-468 – MDA-MB-468 breast cancer; actives 8.5% (n = 78,000)
# RPMI-8226 – RPMI-8226 leukemia cells; actives 7.5% (n = 77,000); AID 1794781
# MDA-MB-231 – MDA-MB-231 breast cancer | actives 5% (n = 81,000)
# SR – SR leukemia cells | actives 8.7% (n = 73,000)
# CCRF-CEM – CCRF-CEM leukemia; actives 7% (n = 77,000); AID 1794778
# * = called active by the depositor; x = no result given; & = joins results of further samples; ! = not confirmed by another sample. How the source made its calls: active means growth percent below 10; inactive means the rest.
SMILES,MDA-MB-435,K-562,MOLT-4,MDA-MB-468,RPMI-8226,MDA-MB-231,SR,CCRF-CEM
NC(CCC(=O)OCc1ccccc1)C(=O)OCc1ccccc1 (configuration not stated),102.8,109.4,100.2,100.1,108.1,107.0,95.9,x
CCN(CC)CCOc1ccc(/C(=C(\Cl)c2ccccc2)c2ccccc2)cc1,7.3*,-2.9*!,91.6&36.8,-6.2*,-21.2*!,1.6*!,85.1&17.4,89.0&28.0
CC(=O)OCC1O[C@@H](OC(C)=O)[C@@H](NC(=O)NS(=O)(=O)c2ccccc2)C(OC(C)=O)[C@@H]1OC(C)=O (some centres not stated),105.2,94.6,98.6,107.0,106.7,104.5,88.9,97.0
N#Cc1c(-c2cccc(Br)c2)n2c(nc1=O)SC(=O)C2=O,105.8,100.2,91.7,106.1,104.0,109.7,93.8,101.0
Nc1nc(-c2cccc([N+](=O)[O-])c2)c(N=Nc2cccc(Cl)c2)s1,53.3,30.1,26.5,11.5,46.6,47.3,31.4,36.0
Cn1cc(-c2cc(N)n3nc(-c4c[nH]c5ccccc45)cc3n2)c2cc(Br)cnc21,-79.3*,-23.9*,-52.0*,-88.5*,-14.8*,-83.4*,-29.5*,-36.2*
c1ccc2sc(SN3CCOCC3)nc2c1,107.7,90.2,100.9,x,81.5,89.8,76.6,90.8
CCCCCCCCNc1cc2c3c(c1)CCCN3CCC2,9.1*,18.8,27.5,-23.0*,12.3,6.9*,26.0,42.8
O=c1[nH]c2ccc(Cl)cc2cc1CSc1ccc(Nc2nccc(-c3ccc4c(c3)OCO4)n2)cc1,101.2,91.5,94.1,108.7,96.9,92.7,91.1,98.0
Cc1cc(=O)oc2cc(Oc3nc(-c4cccs4)cn4c(-c5ccc(Cl)cc5)cnc34)ccc12,79.4,52.9,79.7,82.5,83.0,95.2,72.2,85.3
CC(C)C(C(=O)O)N1C(=O)CSC1=S (configuration not stated),99.4,94.8,99.8,100.6,110.8,98.4,x,99.6
C=C(C)/C=N/O,100.1,102.5,113.2,102.4,105.4,118.3,106.6,104.1
Cc1nc2ccccc2c(/C=C/c2ccccc2)c1C(=O)/C=C/c1ccc(Cl)cc1,-9.8*,5.2*,5.6*,19.4,-36.5*,8.3*,x,3.5*
N#Cc1nnn(-c2ccc(S(N)(=O)=O)cc2)c1NCC(=O)c1ccccc1,91.8,x,89.9,96.7,87.5,95.1,90.7,83.6
CCOC(=O)c1ccc2c(c1N1CCN(c3ccc(F)cc3)CC1)N(O)ON2,91.6,88.0,89.8,x,102.1,x,98.3,98.4
CCCCCCNC(=O)N/C=C(/C#N)C(N)=O,106.2,105.4,109.5,106.7,105.3,101.7,x,108.2
COc1ccc(Br)c(C(=O)Sc2nnnn2-c2cccc(Cl)c2)c1,82.5,106.0,101.6,101.6,97.9,103.4,91.4,95.5
CN(C)c1ccc2cc(-c3ccc(Cl)c(Cl)c3)c(N)nc2c1,22.4,12.1,31.0,18.9,13.3,63.1,-29.0*,58.0
Cc1c/c(=N\NC(=O)Nc2ccc(F)c(Cl)c2)oc2cc(O)ccc12,102.8,100.0,97.2,122.2,92.8,104.9,100.9,82.9
Cn1c(=O)[nH]c(N)c(Br)c1=O,110.8,111.7,102.1,112.7,93.5,103.0,103.1,88.0
COc1ccc(C2=NN(c3ccc(Cl)cc3)C(c3cccc(Nc4ccnc5cc(Cl)ccc45)c3)C2)cc1 (configuration not stated),96.4,96.5,87.3,82.5,66.6,106.0,107.4,90.2
N#CC1c2ccccc2C=CN1C(=O)N(c1ccccc1)c1ccccc1 (configuration not stated),58.7,5.4*,3.2*,5.1*,x,70.6,1.1*,3.8*
CC(C)[P+](c1ccccc1)(c1ccccc1)c1ccccc1,42.4,29.7,61.4,12.5,21.5,76.2,44.6,55.9
CCC(SCC(N)=O)(C(=O)O)c1ccccc1 (configuration not stated),110.5,109.2,106.5,112.7,109.0,111.6,113.5,99.1
O=C1CCCN1C1CCN(Cc2ccc(Cl)cc2)c2ccccc21 (configuration not stated),100.5,x,84.6,92.1,69.0,94.3,80.9,88.1
Clc1ccc2c(c1)Nc1ccccc1S2,100.8,77.5,70.8,94.7,x,82.7,68.2,94.9
CCN(CC)C(=O)C(c1ccccc1)c1ccccc1,104.5,88.5,93.5,98.9,93.1,88.9,105.7,27.4
COc1ccc(OC(=O)Nc2ccc([N+](=O)[O-])cc2OC)cc1,149.6,114.7,x,109.9,85.7,97.6,100.1,87.7
NC(=Nc1ccccc1)SCCSC(N)=Nc1ccccc1,104.8,93.8,89.6,108.1,102.2,109.7,84.3,92.2
CCOC(=O)C1[C@@H]2C(=O)N(c3ccc(Cl)cc3)C(=O)[C@@H]2[C@H](c2cn(-c3ccccc3)nc2C)N1Cc1ccccc1 (some centres not stated),93.4,67.2,60.0,81.8,54.4,94.3,69.4,75.0

# Shown tab-delimited: ten of the compounds above
structure	MDA-MB-435	K-562	MOLT-4	MDA-MB-468	RPMI-8226	MDA-MB-231	SR	CCRF-CEM
Cc1c/c(=N\NC(=O)Nc2ccc(F)c(Cl)c2)oc2cc(O)ccc12	102.8	100.0	97.2	122.2	92.8	104.9	100.9	82.9
Cn1c(=O)[nH]c(N)c(Br)c1=O	110.8	111.7	102.1	112.7	93.5	103.0	103.1	88.0
COc1ccc(C2=NN(c3ccc(Cl)cc3)C(c3cccc(Nc4ccnc5cc(Cl)ccc45)c3)C2)cc1 (configuration not stated)	96.4	96.5	87.3	82.5	66.6	106.0	107.4	90.2
N#CC1c2ccccc2C=CN1C(=O)N(c1ccccc1)c1ccccc1 (configuration not stated)	58.7	5.4*	3.2*	5.1*	x	70.6	1.1*	3.8*
CC(C)[P+](c1ccccc1)(c1ccccc1)c1ccccc1	42.4	29.7	61.4	12.5	21.5	76.2	44.6	55.9
CCC(SCC(N)=O)(C(=O)O)c1ccccc1 (configuration not stated)	110.5	109.2	106.5	112.7	109.0	111.6	113.5	99.1
O=C1CCCN1C1CCN(Cc2ccc(Cl)cc2)c2ccccc21 (configuration not stated)	100.5	x	84.6	92.1	69.0	94.3	80.9	88.1
Clc1ccc2c(c1)Nc1ccccc1S2	100.8	77.5	70.8	94.7	x	82.7	68.2	94.9
CCN(CC)C(=O)C(c1ccccc1)c1ccccc1	104.5	88.5	93.5	98.9	93.1	88.9	105.7	27.4
COc1ccc(OC(=O)Nc2ccc([N+](=O)[O-])cc2OC)cc1	149.6	114.7	x	109.9	85.7	97.6	100.1	87.7

# Remaining list, next part.
SMILES,MDA-MB-435,K-562,MOLT-4,MDA-MB-468,RPMI-8226,MDA-MB-231,SR,CCRF-CEM
Cc1ccccc1OCC(O)CN1CCN(c2cccc(Cl)c2)CC1 (configuration not stated),115.9,102.9,108.8,196.6,116.2,92.0,x,117.4
Clc1cccc(-c2nnc(-c3nc4ccccc4nc3Cl)o2)c1,103.8,99.3,96.8,113.6,102.1,106.8,103.7,101.5
CN1C(=O)C(N=Nc2ccc([N+](=O)[O-])cc2)SC1=S (configuration not stated),85.4&75.8,43.1,70.5&76.7,85.1&84.6,10.8&32.7,87.0&76.7,x,40.8&54.5
COC(=O)/C=C1/CCCCC1(C)C(=O)OC (configuration not stated),102.9,102.6,99.6,103.0,101.5,109.6,92.8,x
CC(C)(C)OC(=O)N1CCN(CCn2cc(C(F)(F)F)c3c(Cl)ncnc32)CC1,47.1,x,23.4,19.4,86.3,57.9,-17.8*,28.5
CC(=O)N1c2cc3ccccc3cc2N(C(C)=O)c2cc3ccccc3cc21,54.1,95.8,140.5,117.1,111.1,83.6,x,126.6
Nc1ncnc(Nc2ccc(C(F)(F)F)cc2)n1,99.9,98.9,96.6,108.0,108.8,102.1,102.4,116.0
COc1ccc(/C=C(\c2cc(OC)c(OC)c(OC)c2)c2nnc(-c3ccc(OC)c(OC)c3)o2)cc1,66.7,79.9,85.1,92.4,78.2,98.2,81.8,x
c1cc(C2OCCO2)cs1,102.7,115.8,98.7,111.7,95.3,95.5,x,94.7
COc1ccc2cc([C@H](C)C(=O)N/N=C/c3ccc(Cl)cc3)ccc2c1,101.4,98.8,83.5,94.5,104.4,x,86.9,96.8
C=CCn1c(SCC(=O)Nc2cccc(C(=O)/C=C/c3ccccc3)c2)nc2ccccc2c1=O,82.9,x,x,78.9,2.1*,94.4,x,72.1
COc1cc(/C=N/N2C(=O)c3ccccc3C2=O)ccc1O,105.2,99.5,74.3,94.1,99.1,118.1,x,43.2
C/C(=N/NC(N)=S)c1ccc(Nc2nc(SC(C)C)nc(-c3ccccc3)c2C#N)cc1,92.6,100.2,83.5,111.1,96.0,81.7,91.9,97.9
COC1=C[C@]23CCC(=O)N2CCc2cc4c(cc2[C@@H]3[C@@H]1OC(=O)C(C)(C)O)OCO4,100.9,92.3,87.1,93.6,87.0,96.5,94.2,94.0
COc1cc(C(=O)Oc2ccccc2OC(=O)c2cc(OC)c(OC)c(OC)c2)cc(OC)c1OC,102.9,100.0,113.8,104.9,76.2,85.5,102.5,97.2
CNc1c(C#N)c2c(N)ncnc2n1COCCOC,100.7,100.0,88.7,92.5,77.3,98.3,76.2,x
O=C(O)c1ccccc1C(=O)c1ccc(F)cc1,98.4,104.6,98.9,112.6,108.5,104.5,88.9,105.4
O=C1Nc2ccccc2/C1=N/N=C/c1cc(Cl)cc(Cl)c1O,103.7,90.7,94.8,x,87.1,100.5,85.0,89.6
CN1C(=O)C(C(=O)/C=C/c2ccc(F)cc2)C(=O)N(C)C1=O,105.0,93.2,88.8,94.2,110.6,102.8,93.8,104.3
O=C1c2c(c3c4cccnc4[nH]c3c3ccc4ccccc4c23)C(=O)N1CCN1CCOCC1,67.7,37.2,7.9*,62.8,42.5,86.8,21.8,23.9
CCOC(=O)c1c2ccncc2n2c(=O)n(-c3cccc(OC)c3)nnc12,90.4,102.3,89.7,x,93.0,110.9,91.8,104.1
O=C1Nc2cc(Cl)ccc2/C1=C/c1ccc(OCc2ccc(Br)cc2F)cc1,-27.5*,9.6*,10.3,-70.1*,0.9*,x,x,5.0*
COc1cc(OC)c(S(=O)(=O)NNC(=O)c2ccncc2)cc1C(=O)/C=C/c1ccc(Cl)cc1,72.1,53.6,88.8,27.4,67.8,61.2,65.9,59.5
CNc1ccc(/C=C/c2c(F)cccc2Cl)cc1,63.1,92.1,83.4,42.7,67.3,59.5,50.5,85.7
Nc1c(C(=O)Nc2ccccc2)nnn1-c1ccccc1,101.3,93.9,103.9,107.0,99.3,118.2,88.7,102.5
COc1ccc(NS(=O)(=O)c2ccc(N)cc2)nn1,93.7,89.9,97.5,104.9,109.2,92.6,93.6,107.4
COc1ccc(C2c3sc4c(F)cccc4c3Oc3nc[nH]c(=O)c32)cc1 (configuration not stated),82.1,72.2,84.2,54.6,69.3,72.7,75.9,85.3
O=C(O)Cc1ccc(-c2ccccc2)cc1,109.0&101.2,106.5,98.8&106.8,86.3&113.6,98.0&105.5,97.2&116.5,100.5&88.1,98.5&98.0
CSc1ccccc1Nc1nc(N)nc(C(Cl)Cl)n1,97.6,96.0,107.4,114.7,110.0,97.4,111.7,105.4
NS(=O)(=O)c1ccc(CCNC(=O)CSc2ccc(-c3ccc(Br)cc3)nn2)cc1,59.1,36.0,39.0,20.8,40.1,85.2,55.9,54.3
C=S(=C)(Nc1ccc(-c2cc(-c3ccccc3F)on2)cc1)c1ccc(C)cc1,98.8,85.7,89.1,98.1,89.5,86.2,87.0,97.6
CCOC(=O)[C@H](Cc1ccccc1)NC(=O)[C@H](Cc1ccccc1)NCc1cccc(O)c1,101.0,92.4,99.2,105.2,95.1,100.9,82.8,97.8
CN(C)CCC=C1c2ccccc2-c2ccccc21,102.7,93.5,98.5,91.5,94.9,87.5,94.7,96.2
c1ccn(CCc2ccncc2)c1,105.2,100.5,100.6,105.7,x,103.4,94.5,100.0
O=C1Nc2ccccc2C12CC(c1ccc(Cl)cc1)=NN2 (configuration not stated),98.8,94.5,83.8,109.9,77.8,89.8,86.2,88.3
Cc1nn(-c2ccccc2)c2nc3c(c(-c4ccc(Cl)cc4)c12)CNC1(N3)C(=O)N(C)c2ccccc21 (configuration not stated),96.3,110.0,x,84.1,109.4,86.5,107.8,125.9
O=C(CSc1nnc(CSc2ccc(Cl)cc2)n1-c1ccccc1)NC(=O)Nc1ccccc1,90.1,67.5,60.4,84.1,96.4,x,x,56.5
CCCCC(=O)OC(C)COc1ccc(C(C)CC)cc1 (configuration not stated),101.3,104.3,89.4,103.4,x,101.6,106.4,100.6
NS(=O)(=O)c1ccc(-n2cc(CN3CCCC3)nn2)cc1,102.6,93.5,99.3,100.6,107.5,106.7,93.9,106.2
O=C(COc1ccccc1)Nc1ccc(-c2nc3ccccc3s2)c(Cl)c1,105.2,93.2,98.2,81.2,89.5,97.9,100.4,92.8
CC(C)(C)NC/C(=C\c1ccccc1)C(=O)c1ccccc1,4.3*,6.2*,10.3,-50.5*,-0.9*,-23.0*,-1.7*,10.7
COc1ccc(CCN2C(=O)CSC2=S)cc1,77.6,51.4,94.6,12.9,33.3,79.6,65.8,75.3
O=S(=O)(c1ccc(N=Cc2cccs2)cc1)c1ccc(N=Cc2cccs2)cc1,97.4,128.9,87.5,107.4,97.7,99.4,x,103.5
Cc1ccc(S(=O)(=O)n2cc(C(=O)C(=O)N3CCCCC3)c3ccccc32)cc1,87.1,69.9,86.9,40.2,45.9,75.2,57.6,74.9

# Compound activity deposited in PubChem by NCI.
